DAX1 inh-1 – DAX1 (NR0B1) inhibition, primary screen | HEK293T StAR-luciferase reporter, SF-1/DAX-1 repression relief | inhibition, % at 6.8 µM | hit rate 1.1% among 370,000 | AID 652010;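 active = inhibition above the mean over all tested compounds plus 3 SD, cut at about 3.6% in these data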;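 also: 0% = DAX-1 cells with DMSO and 100% = cells lacking DAX-1 with DMSO; higher inhibition means more luminescence from relief of DAX-1 repression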
GC-B act – GC-B (human) receptor activation; HEK293-GC-B cells, CNP EC30, cGMP TR-FRET; 0% at EC30 CNP, 100% saturating CNP; P20594; hit rate 0.11% among 370,000; activation, % at 10 µM;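 active = activation at 10 µM reaching about 35% in either raw or pattern-adjusted values, limit read from the data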
SMARCA2 activ – SMARCA2 function activation, primary screen; MG213 cells, MMTV-luciferase reporter, dexamethasone, overnight; activation, % at 9.1 µM; hit rate 1% among 370,000; in the data active = activation above about 7.8%;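 also: 0% = vehicle wells and 100% = reference activator wells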
DAX1 inh-2 – inhibitors of human orphan nuclear receptor DAX1 (NR0B1) | inhibition, % at 6.75 µM | hit rate 0.99% among 340,000 | AID 504766 | HEK293 Gal4-DAX1 luciferase reporter, luminescence;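 active = inhibition above the mean over all tested compounds plus 3 SD, cut at about 4.2% in these data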;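 also: 0% = DAX1-transfected cells with DMSO and 100% = empty-vector control cells with DMSO; inhibition shows as a rise in luminescence from relieved DAX1 repression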
hgDAF-12 ag – hgDAF-12 agonism, primary luciferase screen; HEK293 GAL4-hgDAF12 UAS-luciferase reporter, agonist luminescence; normalized to butyrate control; activation, % at 6.8 µM; hit rate 1.8% among 370,000; AID 687014;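 active = activation above a cutoff set at the mean of all screened compounds plus 3 SD, cut at about 10% in these data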;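 also: 0% = DMSO wells and 100% = sodium butyrate wells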
GC-A act – GC-A (human) enzyme activation | HEK293 GC-A cells, cGMP TR-FRET, EC30 ANP; 0% at EC30 ANP, 100% saturating ANP | activation, % at 10 µM | hit rate 0.14% among 370,000 | AID 1671463; in the data active = activation above about 40%
Target sequence (P16066 whole entry, looked up): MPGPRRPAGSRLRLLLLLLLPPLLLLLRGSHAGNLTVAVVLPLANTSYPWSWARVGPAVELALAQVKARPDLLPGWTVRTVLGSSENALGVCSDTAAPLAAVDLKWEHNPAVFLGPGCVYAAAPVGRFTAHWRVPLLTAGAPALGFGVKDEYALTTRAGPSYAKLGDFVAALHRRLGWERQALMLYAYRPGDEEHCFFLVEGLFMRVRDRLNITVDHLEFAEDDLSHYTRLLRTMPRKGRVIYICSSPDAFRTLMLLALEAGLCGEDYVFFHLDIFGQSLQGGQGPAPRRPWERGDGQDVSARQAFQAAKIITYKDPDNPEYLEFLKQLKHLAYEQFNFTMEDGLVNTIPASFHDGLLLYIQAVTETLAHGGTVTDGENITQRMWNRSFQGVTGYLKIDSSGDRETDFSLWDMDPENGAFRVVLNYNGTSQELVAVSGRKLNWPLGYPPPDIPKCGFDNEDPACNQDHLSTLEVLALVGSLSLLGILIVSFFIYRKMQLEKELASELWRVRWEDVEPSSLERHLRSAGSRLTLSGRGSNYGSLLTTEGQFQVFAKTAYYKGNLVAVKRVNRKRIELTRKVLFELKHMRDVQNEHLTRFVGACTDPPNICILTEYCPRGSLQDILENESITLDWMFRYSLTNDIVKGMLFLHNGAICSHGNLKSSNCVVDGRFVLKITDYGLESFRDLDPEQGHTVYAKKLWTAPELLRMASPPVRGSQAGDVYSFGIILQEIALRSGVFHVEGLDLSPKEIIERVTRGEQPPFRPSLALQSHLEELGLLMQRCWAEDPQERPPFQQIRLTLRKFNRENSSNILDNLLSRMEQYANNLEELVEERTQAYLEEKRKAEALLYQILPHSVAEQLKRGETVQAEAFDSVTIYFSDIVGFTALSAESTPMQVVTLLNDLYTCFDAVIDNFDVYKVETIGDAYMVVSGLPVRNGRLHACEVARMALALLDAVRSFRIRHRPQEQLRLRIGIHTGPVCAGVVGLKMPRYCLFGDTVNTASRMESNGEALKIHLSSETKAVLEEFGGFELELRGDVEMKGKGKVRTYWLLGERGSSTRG
KLK7 zymogen act – activates the human kallikrein-7 zymogen; purified proKLK7, EDANS-DABCYL substrate fluorescence; 100% is mature enzyme control, 0% vehicle; activation, % at 7 µM; hit rate 0.9% among 370,000; P49862;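 active = activation above the mean of all tested compounds plus 3 SD, computed per campaign excluding outliers beyond control limits, cut at about 13% in these data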
ssDAF12 agonist – activates DAF-12 receptor from parasite S. stercoralis; AID 652126; hit rate 1% among 370,000; HEK293 ssDAF-12/GRIP1 lit1-tk-luc reporter, luminescence; % of 3 µM dafachronic acid response; activation, % at 6.8 µM;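 active = activation above the mean over all tested compounds plus 3 SD, cut at about 0.9% in these data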;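 also: 0% = DMSO-only wells and 100% = 3 µM delta7-dafachronic acid wells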
sPLA2-III inh – Inhibits HGIII-sPLA2 liposome hydrolysis, primary screen. Q9NZ20. QFRET BODIPY PC-A2 liposome hydrolysis, fluorescence. inhibition, % at 12.2 µM. hit rate 0.56% among 370,000;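 active = inhibition above mean plus 3 SD of compounds lying within the high and low control bounds, cut at about 19% in these data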;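 also: 0% = median of test compound wells and 100% = no enzyme DMSO wells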
FXN GAA850 act – activators of GAA850 frataxin (FXN) promoter; HEK293 lucGAA850 FXN promoter luciferase reporter, 24 h; percent of 10 µM SAHA response; activation, % at 6 µM; hit rate 0.56% among 360,000;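 active = activation above the average of all compounds screened plus 3 SD, cutoff fixed separately per campaign, cut at about 7.5% in these data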;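 also: 0% = DMSO wells and 100% = 10 µM SAHA wells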
hcDAF-12 act – activates DAF-12 receptor from parasite H. contortus; HEK293 hcDAF-12 lit1-tk-luc reporter, luminescence; 0% DMSO, 100% Δ7-dafachronic acid; activation, % at 6.8 µM; hit rate 1.4% among 370,000;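 active = activation above the mean of all tested compounds plus 3 SD, cut at about 5.5% in these data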;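 also: 100% = response to 3 µM Δ7-dafachronic acid high control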
The depositor's hits bear a star; / = not tested or not shown.

SMILES	DAX1 inh-1	GC-B act	SMARCA2 activ	DAX1 inh-2	hgDAF-12 ag	GC-A act	KLK7 zymogen act	ssDAF12 agonist	sPLA2-III inh	FXN GAA850 act	hcDAF-12 act
COC(=O)C1CCCN1C(=O)C1CCCN1C(=O)CNC(=O)OCc1ccccc1 (stereo unspecified)	0.5	6	0	0.4	-2.0	6	0.3	-0.5	-3	0.5	-0.7
CCOC(=O)c1c(C)c[nH]c1C	0.2	2	-2	/	-2.6	2	-0.1	0.5	0	3.8	-1.4
C=C(C)Cn1c2ccc(NC(=O)CCc3cccnc3)cc2c(=O)n1C	-0.1	1	-2	/	1.2	3	21*	0.0	0	2.0	-0.8
CCOc1ccccc1NC(=O)Cn1c(-c2ccc(Cl)cc2)noc1=O	-0.6	-13	-3	-1.3	-1.6	-18	-0.2	-1.9	-14	1.1	-0.4
CCOc1cc(C(=O)N(C)CC(=O)Nc2cccc(F)c2)ccc1OCC(=O)N1CCCCC1	-0.9	-1	-1	-1.4	2.6	-2	-0.6	1.3*	-4	-0.8	3.6
CCOC(=O)c1[nH]c2ccc(OC)cc2c1C	0.0	-15	2	0.9	0.6	-2	0.0	-1.4	-16	3.5	1.0
O=C(/C=C/c1ccccc1)N(Cc1ccc(Cl)cc1)C1CCS(=O)(=O)C1 (stereo unspecified)	0.0	-11	-5	/	-0.4	-22	0.3	-2.1	-1	-1.5	-2.3
Cc1cc(Cc2cc(C)c(O)c(CO)c2)cc(CO)c1O	-0.3	2	1	-0.5	-0.8	4	0.1	-0.9	-11	2.0	-1.8
CC(=O)NCCn1c(SCC(=O)Nc2ccc(C)cc2)nc2ccccc2c1=O	-0.4	-3	-1	0.1	3.9	3	0.3	-1.8	6	2.5	0.5
S=C(Nc1ccc2snnc2c1)N1CCN(c2ccccn2)CC1	0.1	6	-1	0.6	3.1	2	-0.1	-0.3	0	0.4	1.7
CC(=O)Nc1ccc(S(=O)(=O)N2CCCCC2c2cccnc2)cc1 (stereo unspecified)	0.4	4	-3	0.5	-1.9	-3	0.3	-1.9	-1	-0.9	-2.3
COc1ccc(C)cc1NC(=O)c1nn(-c2ccccc2)cc1OC	-0.8	6	-1	-0.8	3.0	-1	-1.4	-0.6	-10	4.0	1.6
C/C(=N\O)C(=O)NCCCNCCCN(C)C	0.4	5	-2	-0.9	1.4	1	0.6	-1.5	9	1.6	-0.6
CC1CCN(C(=O)CN(Cc2ccc(F)cc2)S(C)(=O)=O)CC1	-0.4	5	0	2.3	1.8	0	-0.2	-0.8	-3	0.9	-0.6
CC(C)c1ccc(C(C(=O)NC(C)(C)C)N(C(=O)CNC(=O)c2ccco2)c2cccnc2)cc1 (stereo unspecified)	-0.2	2	2	1.0	-2.9	0	0.0	-1.3	5	1.2	-1.0
COc1cc(Br)c(C(C)NC(=O)c2ccc(C)cc2)cc1OC (stereo unspecified)	-0.2	-6	-3	0.8	-5.7	-3	0.8	-0.7	-3	-1.2	-1.7
O=S(=O)(NCc1ccccc1Cl)c1cccs1	0.2	0	5	0.1	-1.2	0	-0.1	-0.7	-3	-0.2	0.3
O=C(N/N=C/c1c(O)n(-c2ccccc2Cl)c(=O)c2ccccc12)c1cccnc1	0.1	-2	-5	0.3	1.7	2	-3.2	-0.7	10	0.3	2.9
Cc1ccc2nc(-c3ccccn3)oc2c1	3.4	2	-1	-0.2	14*	2	0.6	2.8*	4	4.1	12*
NC(=O)CC(NC(=O)Cc1ccc(Br)cc1)c1ccc(NC2CCN(Cc3ccccc3)CC2)c([N+](=O)[O-])c1 (stereo unspecified)	-0.8	-3	-1	0.3	-4.5	-3	0.4	-1.8	-26	-2.9	-2.7

Arranged by length of the SMILES (falling): part of the list above.
SMILES	DAX1 inh-1	GC-B act	SMARCA2 activ	DAX1 inh-2	hgDAF-12 ag	GC-A act	KLK7 zymogen act	ssDAF12 agonist	sPLA2-III inh	FXN GAA850 act	hcDAF-12 act
NC(=O)CC(NC(=O)Cc1ccc(Br)cc1)c1ccc(NC2CCN(Cc3ccccc3)CC2)c([N+](=O)[O-])c1 (stereo unspecified)	-0.8	-3	-1	0.3	-4.5	-3	0.4	-1.8	-26	-2.9	-2.7
CC(=O)NCCn1c(SCC(=O)Nc2ccc(C)cc2)nc2ccccc2c1=O	-0.4	-3	-1	0.1	3.9	3	0.3	-1.8	6	2.5	0.5
CC(=O)Nc1ccc(S(=O)(=O)N2CCCCC2c2cccnc2)cc1 (stereo unspecified)	0.4	4	-3	0.5	-1.9	-3	0.3	-1.9	-1	-0.9	-2.3
COc1ccc(C)cc1NC(=O)c1nn(-c2ccccc2)cc1OC	-0.8	6	-1	-0.8	3.0	-1	-1.4	-0.6	-10	4.0	1.6
S=C(Nc1ccc2snnc2c1)N1CCN(c2ccccn2)CC1	0.1	6	-1	0.6	3.1	2	-0.1	-0.3	0	0.4	1.7
O=S(=O)(NCc1ccccc1Cl)c1cccs1	0.2	0	5	0.1	-1.2	0	-0.1	-0.7	-3	-0.2	0.3
C/C(=N\O)C(=O)NCCCNCCCN(C)C	0.4	5	-2	-0.9	1.4	1	0.6	-1.5	9	1.6	-0.6
Cc1ccc2nc(-c3ccccn3)oc2c1	3.4	2	-1	-0.2	14*	2	0.6	2.8*	4	4.1	12*
CCOC(=O)c1c(C)c[nH]c1C	0.2	2	-2	/	-2.6	2	-0.1	0.5	0	3.8	-1.4

New compounds follow
SMILES	DAX1 inh-1	GC-B act	SMARCA2 activ	DAX1 inh-2	hgDAF-12 ag	GC-A act	KLK7 zymogen act	ssDAF12 agonist	sPLA2-III inh	FXN GAA850 act	hcDAF-12 act
CCNC(=O)C1(C)CCN(C(=O)c2ccc(-c3ccccc3)cc2)C1 (stereo unspecified)	-0.6	-2	-3	/	0.4	4	0.6	-1.1	1	-0.3	-0.4
CCOC(=O)C(C(=O)NCc1cccc(OC)c1)c1ncc(C(F)(F)F)cc1Cl (stereo unspecified)	1.0	1	0	-0.2	-0.8	4	-0.4	-1.1	1	1.2	-1.3
C1CCCN(c2nc3nonc3nc2N2CCCCCC2)CC1	0.3	-2	0	0.1	0.1	-2	-0.8	-1.1	1	4.4	-1.2
CCN(CC)C(=S)Nc1ccc(OC)cc1	0.5	-2	2	0.7	2.6	1	-0.2	-1.1	-3	0.5	2.7
COc1ccc(N(C(=O)c2snc(C(N)=O)c2N)C(C(=O)NC2CCCCC2)c2ccc(C)o2)cc1 (stereo unspecified)	-0.3	-9	-3	-1.2	-1.3	-7	-0.8	-1.1	2	1.3	-1.2
CCNC(=O)N1CCCC(C(=O)c2ccc3cc(OC)ccc3c2)C1 (stereo unspecified)	0.3	4	3	1.6	-1.4	-1	1.8	-0.8	8	0.5	-1.9
COc1ccc(-c2nc3ncccc3o2)cc1NC(=O)c1cccs1	0.2	2	-2	1.7	-0.4	4	0.0	-1.2	8	0.9	-1.4
CCC(=NOCc1ccccc1)C(=O)NNS(=O)(=O)c1ccc(C)cc1	-0.4	1	4	-0.1	-4.0	-3	0.5	-1.0	-50	-0.1	-0.7
O=C(C1CC2CCC1C2)N1CCN(Cc2ccc3c(c2)OCO3)CC1 (stereo unspecified)	-0.1	3	1	/	2.6	4	-0.1	-1.1	-6	/	-1.3
Cc1csc2c(=O)sc(NC(=O)c3ccc(F)cc3Cl)nc12	-0.3	2	11*	2.7	-0.1	2	0.5	-1.3	2	0.4	0.5
c1ccc(CSc2snnc2-c2ccccc2)cc1	0.3	-7	1	1.1	2.3	-3	-0.2	-0.8	-1	4.4	-0.5
COc1cc(C(=O)Nc2nnc(C3=COCCO3)o2)cc(OC)c1OC	-1.1	-1	-4	0.5	-0.7	1	0.2	-0.6	10	1.0	-0.4
Cn1c(CSCc2ccccc2)nnc1SCC(=O)Nc1nccs1	-0.9	-1	-2	-0.8	-2.7	1	-0.2	-1.3	-1	0.6	-1.4
COc1ccc(CN2CCSCC2)cc1C	0.3	-1	-3	-0.3	1.1	-1	-0.6	-1.3	-1	2.4	-0.5
N/C(=N\OC(=O)c1cccnc1)c1ccc(Cl)cc1Cl	0.7	0	3	2.8	5.1	6	0.7	-1.0	4	2.0	0.1
Cc1ccc2c(CC(=O)OCC(=O)N(CC(C)C)c3c(N)n(Cc4ccccc4)c(=O)[nH]c3=O)coc2c1	0.4	1	1	0.3	-0.2	-4	-0.4	-1.2	-10	1.1	0.4
CCCCNC(=O)c1cc2nc(-c3ccc(OC)cc3)cc(C(F)(F)F)n2n1	-0.5	5	-4	-0.6	-2.8	9	-3.6	-1.3	8	-0.5	-1.4
COCC(=O)Nc1ccccc1NC(C)=O	-0.1	0	0	-1.5	-0.3	4	0.1	-1.2	6	-1.2	0.2
C(=N\n1cnnc1)/c1ccc(N2CCOCC2)cc1	1.1	0	2	1.1	0.4	-1	0.3	-1.8	8	-3.5	-1.7
O=C1CC(C(=O)Nc2ccccc2)N=C(N2CCCCC2)N1 (stereo unspecified)	-0.6	6	-3	-0.7	-1.1	2	-0.2	-1.5	-2	0.3	-1.2
COc1ccccc1-c1cccc([C@@H]2C[C@H]3[C@H](CON3C)CN2S(=O)(=O)c2ccccc2C)c1	0.2	-2	0	-1.2	0.3	-3	0.1	-1.6	-8	-3.6	-1.9
CCOc1ncccc1C(=O)OC(C)C(=O)Nc1ccc(CC)cc1 (stereo unspecified)	-0.2	-1	0	0.1	0.2	3	0.8	-1.2	-2	2.3	0.1
COc1cccc(Oc2ccc(N)cc2)c1	-0.4	3	0	0.2	2.5	1	-0.4	-0.8	-1	1.7	-0.8
CC1CCN(C(=O)c2cccc(S(=O)(=O)N3CCCc4ccccc43)c2)CC1	0.3	0	-2	-2.6	-3.2	-3	0.2	-1.5	2	0.3	-2.3
Cc1nn2c(=O)cc(CSCC(=O)Nc3ccccc3F)nc2s1	0.7	-3	-5	0.4	0.1	2	-0.6	-0.5	9	-0.2	-1.4

Outcome played no part in choosing rows (roughly 6.7% active in at least one column).
